E coli WT inh = growth inhibitors of wild type E. coli, primary screen, strain BW25113 wild type, absorbance readout; E. coli BW25113 growth inhibition, OD600; inhibition, % at 10 µM; 0.05% of 20,000 active; AID 552, 2006; in the data active = inhibition above about 40%;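 note: bacteria exposed to compound for 20 hours at 37 °C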
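assay system = bacterial strain in a whole-cell growth screen | quantity = inoculum from a 1:1000 dilution of a 1.5 h subculture | buffer or medium = LB broth with 50 µg/mL kanamycin | compound dosing = one dose, 10 µM final | schedule = compound exposure of 20 h at 37 °C | technique = absorbance at 615 nm as a measure of bacterial growth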
An asterisk follows results filed as active. A portion of the library; count on the stated rates, not on these rows.

A first look:
SMILES	E coli WT inh
Cc1sc2ncnc(OCC(=O)N3CCN(S(=O)(=O)c4ccccc4)CC3)c2c1C	-1
CC(O)c1nc2ccccc2n1C/C=C/c1ccccc1 (stereo not given)	5

The list itself, repeating the preview:
SMILES	E coli WT inh
Cc1sc2ncnc(OCC(=O)N3CCN(S(=O)(=O)c4ccccc4)CC3)c2c1C	-1
CC(O)c1nc2ccccc2n1C/C=C/c1ccccc1 (stereo not given)	5
COCCNC(=O)C(c1ccncc1)N(C(=O)Cn1nnc2ccccc21)c1ccc(OC)cc1 (stereo not given)	-1
CCOC(=O)N1CCN(S(=O)(=O)c2ccc(OC)c(Cl)c2Cl)CC1	-3
O=C(Nc1cccc2ccccc12)N1CCN(c2ccccc2)CC1	4
CC1CCCN(S(=O)(=O)c2cccc(-c3cn4cccnc4n3)c2)C1 (stereo not given)	-17
CCCc1nc2ccccc2n2cc3c(=O)n(C)c(=O)n(C)c3c12	-22
Cc1cccn2c(=O)c3cc(C#N)c(=O)n(CCCN4CCOCC4)c3nc12	-1
O=C(CN(CCc1ccccc1)C(=O)CNS(=O)(=O)c1ccccc1)NCC1CCCO1 (stereo not given)	9
O=C(CNC(=O)c1cccs1)NC1=NCCS1	6
CN1C(=O)CC(N2CCN(C(c3ccccc3)c3ccccc3)CC2)C1=O (stereo not given)	1
NS(=O)(=O)c1ccc(NCc2c(F)cccc2Cl)cc1	-2
Cc1cc(N2C(=O)C3C4C=CC(C4)C3C2=O)ccc1Br (stereo not given)	5
O=C(CSc1nc2ccccc2o1)Nc1ccc(N2CCOCC2)c(Cl)c1	27
O=C(CSc1nnc(Cc2cccs2)n1-c1ccccc1)NCc1ccc2c(c1)OCO2	-17
COc1ccc(C2(C(=O)Nc3cc(C)on3)CCOCC2)cc1	-2
O=C(Nc1cc(C(F)(F)F)ccc1N1CCCCC1)c1ccco1	-12
CCNS(=O)(=O)c1c(C)cc(N2CCCC2=O)cc1C	0
c1ccc(CCN2CCN(c3ncnc4c3cnn4-c3ccccc3)CC2)cc1	-27
O=C(NCC1COc2ccccc2O1)c1ccccc1 (stereo not given)	0
COCCCN1C(=O)C(O)=C(C(C)=O)C1c1ccccn1 (stereo not given)	-1
COC(=O)Cn1c(=NC(=O)CSCC(=O)Nc2cc(C)on2)sc2ccccc21	6
CCn1c(SCC(=O)NCc2ccc3c(c2)OCO3)nnc1-c1c[nH]c2ccccc12	-14
CCOc1ccccc1N1CCN(C(=O)c2ccccc2)CC1	-13

22 entries from above, as comma-separated lines.
Molecule,E coli WT inh
COCCNC(=O)C(c1ccncc1)N(C(=O)Cn1nnc2ccccc21)c1ccc(OC)cc1 (stereo not given),-1
CCOC(=O)N1CCN(S(=O)(=O)c2ccc(OC)c(Cl)c2Cl)CC1,-3
O=C(Nc1cccc2ccccc12)N1CCN(c2ccccc2)CC1,4
CC1CCCN(S(=O)(=O)c2cccc(-c3cn4cccnc4n3)c2)C1 (stereo not given),-17
CCCc1nc2ccccc2n2cc3c(=O)n(C)c(=O)n(C)c3c12,-22
Cc1cccn2c(=O)c3cc(C#N)c(=O)n(CCCN4CCOCC4)c3nc12,-1
O=C(CN(CCc1ccccc1)C(=O)CNS(=O)(=O)c1ccccc1)NCC1CCCO1 (stereo not given),9
O=C(CNC(=O)c1cccs1)NC1=NCCS1,6
CN1C(=O)CC(N2CCN(C(c3ccccc3)c3ccccc3)CC2)C1=O (stereo not given),1
NS(=O)(=O)c1ccc(NCc2c(F)cccc2Cl)cc1,-2
Cc1cc(N2C(=O)C3C4C=CC(C4)C3C2=O)ccc1Br (stereo not given),5
O=C(CSc1nc2ccccc2o1)Nc1ccc(N2CCOCC2)c(Cl)c1,27
O=C(CSc1nnc(Cc2cccs2)n1-c1ccccc1)NCc1ccc2c(c1)OCO2,-17
COc1ccc(C2(C(=O)Nc3cc(C)on3)CCOCC2)cc1,-2
O=C(Nc1cc(C(F)(F)F)ccc1N1CCCCC1)c1ccco1,-12
CCNS(=O)(=O)c1c(C)cc(N2CCCC2=O)cc1C,0
c1ccc(CCN2CCN(c3ncnc4c3cnn4-c3ccccc3)CC2)cc1,-27
O=C(NCC1COc2ccccc2O1)c1ccccc1 (stereo not given),0
COCCCN1C(=O)C(O)=C(C(C)=O)C1c1ccccn1 (stereo not given),-1
COC(=O)Cn1c(=NC(=O)CSCC(=O)Nc2cc(C)on2)sc2ccccc21,6
CCn1c(SCC(=O)NCc2ccc3c(c2)OCO3)nnc1-c1c[nH]c2ccccc12,-14
CCOc1ccccc1N1CCN(C(=O)c2ccccc2)CC1,-13

Next section:
SMILES	E coli WT inh
CC(=O)NC1(C(F)(F)F)C(=O)Nc2c1c(=O)[nH]c(=O)n2Cc1ccco1 (stereo not given)	-17
Cc1cccc(-n2nnnc2SCc2csc(-c3ccccc3)n2)c1	-3
CCn1c(SCC(=O)Nc2nc(C)cs2)nnc1C(NC(=O)c1ccccc1Cl)C(C)C (stereo not given)	-12
CSCC[C@@H](Nc1nc(-c2ccccc2)nc2c1oc1ccccc12)C(=O)O	0
CCOC(=O)C1/C(=N\O)CC(C)(O)C(C(=O)OCC)C1c1ccc(N(C)C)cc1 (stereo not given)	9
Cc1c(Cl)cccc1Nc1ccccc1C(=O)O	3
Cn1nnnc1SCSc1nnnn1C	-5
O=C1CC(c2ccncc2)c2cc3c(cc2N1)OCO3 (stereo not given)	-15
C=CCn1c(=S)[nH]c2nc3c(cc2c1=O)COC(C)(C)C3	8
COc1cccc(NC(=O)C2C3C=CC4(O3)C2C(=O)N(C(C)C)C4C(=O)NC2CCCCC2C)c1 (stereo not given)	1
Cc1nc2nc(SCC(=O)NCc3ccco3)nn2c(C)c1Cc1ccccc1	-5
Cc1ccc(/C=c2\sc3nc(-c4cccs4)nn3c2=O)o1	-14
Nc1ncnc(Nc2ccccc2C(F)(F)F)n1	10
COCCNC(=O)c1snc2ccc(Cl)cc12	15
Cc1ccc(NS(=O)(=O)c2cc(C(=O)N3CCN(C)CC3)ccc2C)cc1	-7
S=c1[nH]nc(-c2cccc(Br)c2)o1	6
Cn1c(SCC(=O)N2CCCc3ccccc32)nnc1-c1c[nH]c2ccccc12	0
O=C1CCC(C(=O)Nc2cccc3ccccc23)N1 (stereo not given)	-3
CC(C)C(NC(=O)c1ccco1)C(=O)NCC(c1ccco1)N1CCCCC1 (stereo not given)	5
O=C(Nc1ccccc1C(=O)NCc1ccc(Cl)cc1)c1ccco1	-9
O=C(NCc1ccco1)c1cc2n(n1)C(C(F)(F)F)CC(c1ccc(F)cc1)N2 (stereo not given)	6
O=C(NC1CCCC1)C1CCCN(S(=O)(=O)c2cccc3cccnc23)C1 (stereo not given)	0
CCCn1nc(NC(=O)c2cccs2)c2cc3cc(OC)ccc3nc21	-5
CC(=O)NC(C1C(=O)CC(C)(C)CC1=O)(C(F)(F)F)C(F)(F)F	-12
Cc1cc(Cl)c(OCCCn2cncn2)c(Br)c1	-21
O=C(Nc1cccc2ncccc12)c1cccnc1	-21
Clc1ccc(-c2noc(CN3CCCC3)n2)cc1	-14
CC(C)=CCCC(C)N(C=O)C(C)CCC=C(C)C (stereo not given)	-3
c1ccc(CN2CCN(CCCNc3ccc4nnc(-c5ccccc5)n4n3)CC2)cc1	-4
COc1ccc(C2CC(c3ccc(Cl)cc3Cl)Nc3nc(N)nn32)cc1 (stereo not given)	10
O=C(Cc1cccs1)Nc1ccc(S(=O)(=O)N2CCCCC2)cc1	3
O=C(c1ccc(Cl)cc1)c1ccc(OCC(O)CN2CCOCC2)cc1 (stereo not given)	-18
Cc1ccc(OC(=O)CCc2c(C)nc3ncnn3c2C)cc1	6
COc1ccc(NC(=O)CN(C)S(=O)(=O)c2ccccc2)cc1OC	-17
C=CCNC(=O)C1CC(=O)N(c2ccc(OCC(=O)Nc3ccc(OC)cc3)cc2)C1 (stereo not given)	-2
C=CCn1c2ccccc2c2nnc(SCc3ccc4nonc4c3)nc21	-14
O=S(=O)(NCc1ccccn1)c1ccc2c(c1)OCCO2	-2
COc1ccc(-c2cc(C(F)F)n3ncc(C(=O)NCC4CCCO4)c3n2)cc1 (stereo not given)	-4
COc1cccc(C(=O)Nc2cnc(NC(=O)c3ccco3)cc2C)c1	7
FC(F)(F)c1cc(-c2cccs2)nc(N2CCOCC2)n1	-1
O=C(Cc1cccs1)Nc1cccc(C(=O)Nc2ccco2)c1	-18
CC(C)C[C@H]1C(=O)N2CCC[C@H]2[C@]2(O)O[C@](NC(=O)[C@@H]3C=C4c5cccc6[nH]c(Br)c(c56)CC4N(C)C3)(C(C)C)C(=O)N12 (stereo not given in full)	-3
CCOC(=O)c1sc(NC(=O)CSc2nnc3c4ccccc4n(CC)c3n2)nc1C	6
O=C1C2ON(c3ccccc3)C(c3cccnc3)C2C(=O)N1c1ccccc1 (stereo not given)	10
CCOC(=O)C1CCCN(CCC(C)c2ccccc2)C1 (stereo not given)	-3
COc1ccc(Br)cc1CNC(=O)CCc1nc(-c2ccc(C)cc2)no1	3
O=C(c1c(F)cccc1F)N(Cc1ccccn1)C1CCCC1	11
CN(C1CCCCC1)S(=O)(=O)c1ccc(NC(=O)CCC(=O)O)cc1	-15
CCCCc1nnc(NC(=O)C2CCCO2)s1 (stereo not given)	-14
Cc1csc(NC(=O)C(Cc2ccccc2)n2cccc2)n1 (stereo not given)	-3
COc1cccc(C(=O)Nc2cccc(C(=O)N3CCOCC3)c2)c1	-6
Cc1cc(NC(=O)C2CCCC2)nc2c1c(=O)oc1ccccc12	6
O=C(Nc1ccc(N2CCOCC2)cc1)c1cccc(S(=O)(=O)N2CCCC2)c1	-9
Cc1nc(NC2=NCN(CC3CCCO3)CN2)nc2ccccc12 (stereo not given)	4
O=C(NCc1ccccn1)c1cc2n(n1)C(C(F)(F)F)CC(c1ccco1)N2 (stereo not given)	-20
CC(C)(C)OC(=O)NCCc1nnc(SCC(=O)c2ccc(Cl)cc2)o1	-2
COc1ccc(NS(=O)(=O)c2ccc(NC(C)=O)cc2)cc1OC	13
Cc1c(C(=O)NCCC2=CCCCC2)oc2ccc(S(=O)(=O)N3CCC4(CC3)OCCO4)cc12	-3
COc1ccc(NC(=O)CSc2nnc(Cc3ccccc3)o2)c(OC)c1	-21
c1ccc(-c2nnc3sc(-c4ccncc4)nn23)cc1	2

The results go on:
SMILES	E coli WT inh
Cc1cc(S(=O)(=O)NCC(=O)O)ccc1F	-24
O=C(c1cccc(Cl)c1)N1CCCC(C(=O)N2CCCCCC2)C1 (stereo not given)	-14
O=C1C2ON(c3ccc(Br)cc3)C(c3cccnc3)C2C(=O)N1C1CCCCC1 (stereo not given)	-9
CC(C)(C)c1ccc(SCC(N)=O)cc1	-19
CCc1cc2ccc(C)cc2nc1SCC(=O)N1CCN(C(=O)c2ccco2)CC1	-5
COc1ccc(-c2coc3cc(O)cc(O)c3c2=O)cc1	5
Cn1ccnc1SCc1cc(=O)[nH]c2ccccc12	-25
COc1ccccc1N1CCN(S(=O)(=O)c2ccc(Cl)s2)CC1	3
O=C(Cc1cccs1)Nc1nnc(CCc2ccccc2)s1	1
N#Cc1c(/N=C/c2ccco2)sc2c1CCC2	-3
CCC(=O)N1CCc2cc(S(=O)(=O)CCC(=O)Nc3ccc(C)c(F)c3)ccc21	13
O=C(CCNS(=O)(=O)c1cccc2nsnc12)Nc1ccc2c(c1)OCCO2	-1
O=C(Nc1ccc(S(=O)(=O)Nc2ccc(Cl)cc2)cc1)C1CCCO1 (stereo not given)	-5
Cc1ccc(N2CC(C(=O)Oc3cccc(N4C(=O)CCC4=O)c3)CC2=O)cc1 (stereo not given)	-18
COc1ccc(-c2nc(S(=O)(=O)c3ccc(C)cc3)c(N3CCCC3)o2)cc1	1
CSCCC(NS(=O)(=O)c1ccc2c(c1)oc(=O)n2C)C(=O)NC1CCCCC1 (stereo not given)	6
CCn1c(Sc2ccc(N)cc2Cl)nc2ccccc21	-18
CC(Sc1cccc2cccc(C(=O)O)c12)C(=O)O (stereo not given)	1
COC(=O)c1sc(=S)n(-c2ccccc2)c1N	-22
O=c1cc(CSc2nnnn2-c2ccccc2)[nH]c2[nH]n(-c3ccccc3)c(=O)c12	0
CCCCCSc1nc2c(cnn2-c2ccccc2)c(=O)[nH]1	-6
Brc1ccc(-c2nc(-c3ccncc3)no2)o1	-15
CCC(=O)Nc1cccc(C(=O)c2ccccc2)c1	-9
CN1CCN(C(=O)c2cc3nc(-c4ccccc4)cc(C(F)(F)F)n3n2)CC1	-19
CCCCNC(=O)c1cc(-c2ccc(F)cc2)on1	-3
Cc1nc2ccc(S(=O)(=O)NCC(=O)N3CCc4ccccc4C3)cc2s1	11
Cc1cc(C(=O)Nc2ccc(S(=O)(=O)N3CCCC3)cc2)cs1	-16
CC(=O)c1ccc(NC(=O)CCc2c(C)nc3ncnn3c2C)cc1	1
O=C(Nc1ccccc1)c1cccnc1Nc1ccccc1	-19
COC(=O)c1ccc(-c2sc3nc(N4CCOCC4)c4c(c3c2N)CCCC4)o1	-4
O=c1[nH]c(=O)n(C2CCCCCC2)c(O)c1C=NCc1ccc(F)cc1	-1
COc1ccccc1Oc1c(C)oc2cc(OC(=O)c3ccco3)ccc2c1=O	-18
CN1CCN(CCCn2cnc3c(=O)oc4ccccc4c32)CC1	-13
Cn1cnc(S(=O)(=O)NCc2cccs2)c1	6
O=C1C/C(=C/NCc2ccccc2)C(=O)N1	-1
CCCOc1ccc(CC(=O)NCc2ccco2)cc1OC	0
COc1ccc(CN(C)CC(=O)c2c(N)n(Cc3ccccc3)c(=O)n(C)c2=O)c(OC)c1	7
O=C(NCc1ccco1)C1Cc2ccccc2CN1S(=O)(=O)c1ccccc1F (stereo not given)	2
COCc1nc2ccccc2n1Cc1ccc(Br)cc1	-17
CC(C)NC(=O)c1ccc(-c2ccccc2C(F)(F)F)o1	-14
O=C(Cc1cccs1)NCc1ccc2c(c1)OCO2	-14
O=C1CCCN1c1ccc(S(=O)(=O)N2CCN(c3ccccn3)CC2)cc1	-19
O=C(CCSc1nc2ccccc2o1)N1CCOCC1	-1
Cc1ccccc1CN1CCN(S(=O)(=O)c2ccc(F)cc2)CC1	6

Screening data from PubChem BioAssay.
